# D3 antag – D3 dopamine receptor (human) antagonism; AID 652054; 360,000 tested, 2.5% active; D3R cells, DiscoveRx beta-arrestin luminescence, antagonist mode; active compounds read low; max response, negative = inhibition, %; P35462; in the data active = max response below about -50%; inconclusive = no clear call, values can overlap the other calls; also: % is scaled to controls: 0 for no effect and ±100 for the full control effect; mostly tested at two doses, the higher about 12 µM
# Target sequence (P35462 whole entry, looked up): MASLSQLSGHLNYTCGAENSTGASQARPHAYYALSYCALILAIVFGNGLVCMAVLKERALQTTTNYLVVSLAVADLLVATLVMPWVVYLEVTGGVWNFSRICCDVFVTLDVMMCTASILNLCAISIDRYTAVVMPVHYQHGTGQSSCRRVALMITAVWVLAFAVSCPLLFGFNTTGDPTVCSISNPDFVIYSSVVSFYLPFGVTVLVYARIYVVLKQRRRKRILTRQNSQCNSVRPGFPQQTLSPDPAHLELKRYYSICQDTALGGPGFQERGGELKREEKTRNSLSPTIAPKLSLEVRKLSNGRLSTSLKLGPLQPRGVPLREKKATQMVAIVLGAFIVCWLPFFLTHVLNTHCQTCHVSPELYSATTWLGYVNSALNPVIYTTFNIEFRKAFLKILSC
#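 Cells expressing the human receptor were seeded at 1500 cells/well, incubated overnight at 37 degrees C in 5% CO2, then exposed to library compounds with dopamine controls for 90 minutes at 37 degrees C before luminescent detection.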
# GLP-1R inv ag – inverse agonists of human GLP-1 receptor; P43220; HEK293 GLP-1R CRE-luciferase, luminescence, 24 h; GLP-1R form is constitutively active; Potency, µM (doses to about 38.3 µM), inactives show top-dose activity change, negative = inhibition, hits mostly inhibitors; 410,000 tested, 1.6% active; also: potency is read from the fitted curve at half-maximal effect; % is scaled to controls: 0 for no effect and ±100 for the full control effect; nearly all actives have a fitted effect of over 55% in size
#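 HEK293 cells stably co-expressing a cAMP-responsive luciferase reporter and constitutively active GLP-1R were seeded, incubated 12 h, then exposed to compounds for 24 h at 37 C. Luminescence was read 12 min after detection reagent; inverse agonists lower signal.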
# PLK1 PBD block – PLK1 (human) polo-box domain binding inhibition | AID 720504 | Plk1 PBD binding of FITC phosphopeptide, fluorescence polarization | 360,000 tested, 2.8% active | P53350 | Potency, µM, for inactives: max response, negative = inhibition, hits mostly inhibitors; also: potency is read from the fitted curve at half-maximal effect; series mostly up to about 57 µM; % is scaled to controls: 0 for no effect and ±100 for the full control effect; nearly all actives have a fitted effect of over 65% in size
# GLP-1R agonist – GLP-1 receptor (human) agonism | HEK293 GLP-1R CRE-luciferase, luminescence, 4-6 h; cells express a hypersensitive GLP-1R form | Potency, µM (series often up to 45.6 µM), inactives show top-dose activation, usual class: activators | 380,000 tested, 0.007% active | P43220; also: potency is read from the fitted curve at half-maximal effect; % of control where 0% means no effect
# WRN helicase inh – WRN helicase (human) inhibition; WRN helicase unwinding, fluorescent forked duplex, kinetic; Potency, µM (titrated, usually from 114 µM), for the others: at the top dose activity change, negative = inhibition, actives largely listed as inhibitors; Q14191; 360,000 tested, 0.46% active; also: potency is read from the fitted curve at half-maximal effect; % is scaled to controls: 0 for no effect and ±100 for the full control effect; nearly all actives have a fitted effect of over 55% in size
#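 Kinetic red-fluorescence monitoring (525/598 nm) tracks WRN helicase activity after 100 nM fluorophore-quencher forked duplex and 2 mM ATP are added to 20 nM enzyme pretreated 15 min at room temperature with compound.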
# GLP1R cytotox – cytotoxic in the GLP-1 receptor inverse agonist counter-screen; Potency, µM (titrated, usually from 38.3 µM), for inactives: at the top dose activity change, negative = inhibition, hits mostly inhibitors; AID 624418; HEK293 cAMP-luciferase reporter cells, luminescence, 24 h; 410,000 tested, 0.13% active;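 also: loss of luciferase light is scored as toxicity; potency is read from the fitted curve at half-maximal effect; % is scaled to controls: 0 for no effect and ±100 for the full control effect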
#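 Compound-treated cells are incubated 24 hr at 37 deg C under 5% CO2 after a 12 hour attachment period, then luciferase detection reagent is added and luminescence is measured following 12 min at room temperature; lowered signal indicates toxicity.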
# PI5P4Ka inh – inhibitors of human PI5P4K alpha; P48426; PI5P4Kalpha enzyme, ADP-Glo luminescence, 60 min; active compounds read low; max response, %; 330,000 tested, 1.2% active; AID 652105; active = max response of -50% or lower; inconclusive = between -30% and -50%; inactive = -30% or higher; also: value at the top dose of about 77 µM; % is scaled to controls: 0 for no effect and ±100 for the full control effect
# Target sequence (P48426 whole entry, looked up): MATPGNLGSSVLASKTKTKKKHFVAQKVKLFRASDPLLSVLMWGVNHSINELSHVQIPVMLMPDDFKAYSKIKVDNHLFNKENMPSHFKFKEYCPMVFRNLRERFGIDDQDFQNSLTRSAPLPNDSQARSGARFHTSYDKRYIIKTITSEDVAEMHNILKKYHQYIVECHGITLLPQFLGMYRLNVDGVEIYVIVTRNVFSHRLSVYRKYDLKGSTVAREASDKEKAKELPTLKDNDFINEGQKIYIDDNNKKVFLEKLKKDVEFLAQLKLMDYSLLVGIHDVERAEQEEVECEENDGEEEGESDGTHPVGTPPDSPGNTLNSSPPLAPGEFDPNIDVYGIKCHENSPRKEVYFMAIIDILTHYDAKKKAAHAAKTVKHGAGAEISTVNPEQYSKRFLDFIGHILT
#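 ADP-Glo luminescence end-point after a 60 min room-temperature kinase reaction. PI5P4Kalpha and substrate in HEPES pH 7.4 buffer with EGTA, 0.1% CHAPS and 5% DMSO; ATP at 5 microM final.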
# IL2 activator – activates IL-2 in a cell-based reporter assay. IL-2 activation reporter assay, cell-based qHTS; stimulated with anti-CD3/CD4/CD28 beads; in transgenic mouse T cells. activation, % (series mostly up to about 46 µM). 360,000 tested, 0.065% active; in the data active = activation above about 50%; inconclusive = mostly about 30% to 49%; also: 0% is about no effect
#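 Quantitative HTS in unstimulated transgenic mouse T cells, with memory T cells as non-tolerant control and PMA/ionomycin as tolerance-bypass control. Compound pretreatment lasted 60 minutes before 18 h bead stimulation; EGFP/DsRed fluorescence read.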
# DRD3 agonist – activates the human D3 dopamine receptor | P35462 | D3R DiscoveRx beta-arrestin cells, luminescence, 90 min | max activation, % | 410,000 tested, 0.58% active | AID 652048; in the data active = max activation above about 30%; also: 0% is about no effect; mostly tested at two doses, the higher about 12 µM
#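 Agonist mode: compounds and dopamine controls were applied to plated cells for 90 min at 37 degrees C after an overnight attachment at 1500 cells/well. Luminescent read-out followed 30 - 60 minutes at room temperature with DiscoveRx detection reagent.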
# * marks the source's active call; other numbers are inactive results; ? = inconclusive; / = not tested or not shown; [ ] = dose if it differs, or a comment. Unless noted, calls follow the shape of the dose curve; as a rule, active = well fitted curve in the direction sought with a large enough effect; inconclusive = small, poorly fitted or top-dose-only effect, or another doubt; inactive = no such curve, though single readings can be large; an effect the other way counts as inactive or inconclusive.
# Results follow in this order: D3 antag, GLP-1R inv ag, PLK1 PBD block, GLP-1R agonist, WRN helicase inh, GLP1R cytotox, PI5P4Ka inh, IL2 activator, DRD3 agonist
CCCCn1c(N)c(N(CC(C)C)C(=O)c2oc3ccc(OCC)cc3c2C)c(=O)[nH]c1=O
  21.2, -5.4%, -1.0%, -1.5%, 5.5%, 2.9%, 0.7, -0.5, 2.6
CC1CCCCC1NC(=O)c1cn(C)c2ccc(S(=O)(=O)N3CCOCC3)cc2c1=O (stereo not given)
  6.8, -5.9%, -9.0%, -0.6%, -0.6%, 1.7%, 8.0, -2.2, 1.7
C=CCC[C@H](Cc1ccc(F)cc1)C(=O)OC[C@H](Cc1c[nH]c2ccccc12)NC(=O)[C@@H](CC=C)CC(=O)N[C@H](CO)Cc1ccccc1
  27.8, ?, 2.3%, -3.8%, 5.2%, -14.1%, 1.5, -0.3, 5.8
N#Cc1ccc(Oc2cccnc2)cc1C#N
  5.3, 12.1%, -6.9%, -7.7%, 10.4%, 5.1%, -1.1, -1.1, 4.2
O=[N+]([O-])C1=CC=C2C(=NC3(CCCCC3)N2O)C1=NC1CCCCC1
  -4.2, 21.7%, -12.0%, -0.6%, -7.8%, 4.8%, /, 0.9, 2.4
CC(C)(C)C(=O)NNC(=O)C1CC1(c1ccccc1)c1ccccc1 (stereo not given)
  19.2, 0.8%, -6.0%, 10.1%, 10.8%, 16.7%, -4.5, 0.1, 44.6*
Cc1ccccc1-c1ncc(CN2CCN(C3CCCCC3)C(CCO)C2)cn1 (stereo not given)
  8.9, -0.8%, -9.0%, 8.5%, -4.5%, 0.6%, -1.1, -0.5, -1.4
COCC1CCN(C(=O)c2ccc3oc(CCc4ccccc4)nc3c2)C1 (stereo not given)
  11.0, ?, -0.4%, -2.3%, -7.3%, -11.6%, 1.5, -1.5, 6.8
CN(C)S(=O)(=O)N1CCC(Oc2cccc(C(=O)N3CCCCCCC3)c2)CC1
  10.3, -21.2%, -1.4%, 1.2%, -3.4%[11.6 µM], 1.6%, -0.1, -2.9, 5.8
Cc1ccc(S(=O)(=O)N(C)C)cc1NC(=O)c1cc(S(=O)(=O)N2CCCCC2)ccc1N1CCOCC1
  0.0, 10.4%, 0.8%, -7.4%, -9.2%, -0.5%, -3.6, -4.0, 8.6
COc1ccc(S(=O)(=O)N2CCN(C(C)C(=O)Nc3ccc(C(C)C)cc3)CC2)cc1 (stereo not given)
  -22.9, ?, -1.2%, 9.0%, -26.5%, -5.7%, 0.3, -5.5, -15.8
O=CN1CCN(C(C(=O)NC2CCCC2)c2cc3c(cc2[N+](=O)[O-])OCO3)CC1 (stereo not given)
  11.4, 28.1%, 0.2%, 6.3%, -20.4%, -9.2%, -8.5, -0.8, 1.7
COc1cc(-c2nc(Cn3nnc(C(=O)Nc4ccccc4C)c3C)c(C)o2)cc(OC)c1OC
  /, 15.3%, /, 0.2%, /, 5.6%, /, /, -5.0
CC(=O)Nc1ccc(S(=O)(=O)NCc2cn3ccsc3n2)cc1
  -8.5, -5.3%, -7.3%, -1.2%, 1.7%, 11.3%, /, -1.8, -8.2
COCCN(C(=O)c1cccc(OC)c1)c1nnc(-c2ccncc2)s1
  93.8, 5.7%, ?, 0.6%, 2.1%, -11.5%, 10.6, 7.7, -1.3
COc1ccc(-c2c(C)oc3c(CN4CCCCC4C)c(O)ccc3c2=O)cc1OC (stereo not given)
  -13.3, -13.9%, 2.9%, 3.5%, 4.6%, -19.1%, 0.8, -3.4, -3.3
Cc1ccc(CCC(=O)Nc2ncc(Cc3cc(Cl)ccc3Cl)s2)o1
  -12.7, ?, -5.2%, 14.2%, -18.6%, ?, -19.8, -3.7, 14.0
CCN1CCN(C(=S)c2ccc(Cl)cc2)CC1
  -68.6*, -33.4%, 2.12µM*, -6.5%, -31.6%, -6.3%, ?, -0.9, -1.5
CC(O)CNCCCOc1cccc(C(F)(F)F)c1 (stereo not given)
  -70.9*, ?, 4.6%, 0.4%, -6.5%, 2.0%, 8.2, -0.1, -34.4
O=C1CCN(Cc2ccccc2)C(=S)N1
  5.4, 0.3%, -5.6%, 4.7%, 7.6%, -4.2%, -1.1, -0.5, 6.7
Cc1ccc(Cc2c(-c3ccccc3)nc3cc(C)c(Br)c(C)n23)cc1
  -23.4, ?, -0.4%, 1.1%, 0.8%, 2.5%, 4.7, 0.0, -0.9
COc1ccccc1CN1C[C@@H]2C[C@@H](c3cccc(O)c3)N3CCC[C@@]23C1=O
  7.6, -16.2%, -7.4%, 3.4%, 3.2%, 18.8%, 2.9, 0.8, -1.7
O=C1C=CC[C@H](/C=C/C[C@@H](O)C[C@H](O)CCc2ccccc2)O1
  -21.5, -12.4%, -5.9%, 6.1%, -2.2%, -12.9%, 0.3, -0.3, -5.9
Cc1cccc2sc(N(CCCN(C)C)C(=O)c3ccc(S(=O)(=O)N4CCc5ccccc5C4)cc3)nc12
  ?, -26.1%, -8.4%, -12.7%, ?, -13.1%, -10.9, -4.3, -12.7
C#CCNC(=O)C[C@@H]1C[C@@]2(C(=O)OC)CC(C)(C)CC=C2N(Cc2ccco2)C1=O
  15.4, 0.4%, -2.2%, /, -1.1%, -10.2%, -2.1, 1.1, -0.8
O=C(N/N=C\c1ccc2c(c1)OCO2)c1cncc(Br)c1
  3.4, 11.8%, -0.4%, 1.3%, -2.1%, -7.3%, -1.7, 0.2, 5.6
COc1ccc(S(=O)(=O)N(C)C)cc1NC(=O)COC(=O)c1nn(C)c(=O)c2ccccc12
  8.4, 6.8%, 0.8%, -1.6%, 6.6%, -0.3%, 0.1, 2.2, -8.6
O=C(/C=C/c1ccco1)NC(=S)Nc1cccc([N+](=O)[O-])c1
  0.0, -26.5%, -24.3%, 19.3%, ?, ?, ?, -2.0, -20.6
CCn1c(SCC(=O)Nc2ccc(F)cc2)nnc1C1CC1
  -6.5, -7.8%, -13.0%, 13.6%, 5.3%, -7.6%, 0.7, -0.5, 2.7
COc1ccccc1C(=O)COC(=O)c1ccc(N(C)C)cc1
  0.2, -13.2%, -0.4%, 14.2%, -11.2%, -1.6%, 3.8, -2.8, 3.5
Cc1cc(=O)cc(C)n1-c1ccccc1Br
  -23.2, 1.3%, 1.0%, -0.2%, 8.1%, -9.9%, 4.0, -2.1, -4.4
CN1C(=O)c2ccccc2C(C(=O)O)C1c1cccc([N+](=O)[O-])c1 (stereo not given)
  7.3, -2.2%, -8.7%, 0.2%, 2.9%, -7.8%, 0.9, 0.2, 0.6
Cc1noc(C)c1NC(=O)N(C)C[C@H]1Oc2ccc(NC(=O)Cc3ccccc3)cc2C(=O)N([C@H](C)CO)C[C@@H]1C
  -20.7, 11.0%, -17.1%, -0.4%, 1.5%, 11.0%, -5.4, 1.5, 0.0
COc1ccc(C2CC(=O)N(CC(=O)NCC3CCCO3)c3ccccc3S2)cc1OC (stereo not given)
  3.6, 34.8%[activator], -8.3%, 14.4%, -3.0%, -0.3%, -0.1, 0.1, 2.9
CCOC(=O)c1c(NC(C)=O)sc2c1CCC(C=NCCCN(CC)CC)=C2Sc1ccccc1
  -66.0*, -21.7%, ?, -7.9%, 3.2%, -11.2%, -12.4, 0.1, 1.8
COC(=O)CN(c1cc(Cl)ccc1OC)S(=O)(=O)c1ccc(C)cc1
  -15.8, ?, -7.8%, 15.7%, -7.5%, -10.1%, 5.2, -3.0, -7.5
CC(C(=O)NCC1(c2ccccc2)CCCC1)N1CCOCC1 (stereo not given)
  15.5, 0.0%, -7.6%, -13.1%, 5.7%, 4.4%, /, -2.3, -5.0
O=C(Nc1nn[nH]n1)c1cccc(Oc2ccccc2)c1
  -21.3, 11.3%, -9.7%, -0.5%, -8.3%, -0.8%, -19.6, 0.0, -2.6
CC(C)(C)NC(=O)CSc1nnc(NC(=O)CCc2ccccc2)s1
  3.1, -11.8%, -6.6%, -3.2%, -3.4%, -8.6%, 8.6, 0.1, 4.9
Cc1ccccc1C(=O)NNC(=S)NC(=O)c1ccc(Cl)cc1Cl
  -14.2, ?, -21.8%, 0.2%, -14.9%, 1.3%, /, -0.9, -4.1
COc1cc(/C=N/NC(=O)c2nnn(-c3nonc3N)c2C)ccc1OCc1ccc(Cl)cc1
  24.0, 1.8%, 4.3%, -7.0%, 3.8%, 1.7%, -5.9, -0.5, 4.3
CCOC(=O)c1c(C)[nH]c(C)c1S(=O)(=O)N(C)CC(=O)Nc1cccc(C)n1
  7.7, 4.8%, 0.1%, 9.4%, -4.6%, 7.3%, -0.1, -0.2, 5.9
Cn1ccc(NC(=O)c2ccc(Cl)cc2)n1
  11.6, 14.6%, 1.4%, 5.1%, -5.7%, -3.6%, -3.1, -0.3, 5.4
CCOC(=O)C1=C(O)/C(=C/c2ccc(OCC(=O)O)c(OCC)c2)SC1=Nc1ccc(OC)cc1
  2.2, 9.2%, -13.1%, 28.7%, -16.8%, -1.1%, ?, -1.3, 0.6
CCOC(=O)c1c(C)[nH]c(C(=O)COC(=O)CCC(=O)c2ccc3c(c2)OCCO3)c1C
  4.3, 2.2%, -5.6%, 0.7%, -9.8%, -1.5%, -1.9, 17.2, 5.6
COc1ccc(CCNC(=O)Cn2ccc3cc(S(=O)(=O)N4CCCC4)ccc32)cc1OC
  -5.8, 28.6%, 1.3%, 0.4%, -4.9%, 6.6%, 6.9, -1.3, 2.3
Cc1[nH]nc2c1C(c1ccco1)C(C#N)=C(N)O2 (stereo not given)
  13.0, 5.0%, -13.7%, 0.9%, -13.9%, 3.5%, -1.1, 0.9, -2.4
CNC(=O)c1cc(OCC(F)(F)F)ccc1OCC(F)(F)F
  20.8, -15.1%, 1.2%, -3.1%, -4.8%, 0.1%, -0.4, -2.8, -1.6
CC(C)N1CCN(c2ccc(OCC3COC(Cn4cncn4)(c4ccc(Cl)cc4Cl)O3)cc2)CC1 (stereo not given)
  -20.2, ?, -1.7%, 11.9%, 5.8%, 5.4%, 23.7, -4.8, -14.4
Cn1c(N)c(C(=O)Nc2ccccc2F)sc1=S
  -17.9, 2.3%, -23.0%, 11.0%, -4.5%, 1.0%, 0.3, -0.1, 0.8

# Screening data: PubChem BioAssay, National Center for Advancing Translational Sciences (NCATS)
